Bioassay records from PubChem.
SKKanGAS inh = inhibitors of SKKanGAS S. pyogenes growth in kanamycin (SK-promoter or general growth effect) | BacTiter-Glo, 6 h | inhibition, % at 7.5 µM | AID 1662 | actives 1.3% (n = 300,000);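 active = mean replicate score, as percent of positive control median, at least 50; inconclusive = mean below 50 but one replicate at or above 50; inactive = mean and every replicate below 50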;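 also: strain carries kanamycin resistance gene driven by streptokinase promoter and grows in 40 µg/ml kanamycin; loss of luminescence reflects streptokinase promoter inhibition or plain growth inhibition; 0% = median of DMSO wells and 100% = positive control at its reference dose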
hERG protect = hERG (human) protection from proarrhythmic block. Q12809. CHO-hERG, FluxOR thallium flux, dofetilide IC70 present. activation (rescue from dofetilide block), less the hit threshold, % at 10 µM. actives 0.51% (n = 310,000). AID 1511;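 active = activation above the mean of controls blocked by dofetilide plus 5 SD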;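 also: thallium influx through hERG after potassium depolarization seen as dye fluorescence rise; in these data hits start at about 4.7%; inactives centre near -7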
TMEM16A act = activates or potentiates the mouse TMEM16A chloride channel | HEK293 TMEM16A/YFP-H148Q/I152L, iodide quench fluorescence; active compounds read low | B-score at 10 µM | actives 0.3% (n = 340,000) | AID 623877;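 active = fluorescence-ratio B-score plate-corrected deviation score at least 3 library SD below zero, with starting fluorescence score within 5 deviations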;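 also: channel opened by trigger with iodide after compound preincubation; score built on the fluorescence ratio of max minus min over baseline; more negative score means more quench and so TMEM16A activation or potentiation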
KCNQ1 act = human KCNQ1 channel potentiation or activation. CHO-K1 KCNQ1, thallium flux FluxOR fluorescence; active compounds read high. B-score at 10 µM. actives 0.35% (n = 310,000);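 active = fluorescence ratio B-score, a plate-corrected score, at least three library SD, with initial intensity B-score within 5 SD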
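assay system = KCNQ1-transfected CHO-K1 cells | medium = assay buffer with matched DMSO | probe or stimulus = depolarizing K+/Tl+ stimulus, K2SO4 and Tl2SO4 each 12.5 mM in 5x stock | dosing = single dose | incubation = dye 90 min, compound 20 min, room temperature | detection = kinetic FluxOR fluorescence, 10 s baseline plus 110 s post-stimulus | evaluation = ratio B score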
RGS4 block = inhibitors of human RGS4. HEK293 M3R/RGS4 inducible, Fluo-4 calcium flux; active compounds read high; triggered by carbachol at its EC20. B-score at 10 µM. actives 0.45% (n = 310,000). AID 463165;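 active = B-score, a plate-corrected calcium signal, over three deviations above library mean, with baseline fluorescence within five deviations of library mean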;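 also: RGS4 expression induced by doxycycline in cells with stable M3 receptor; B-score is computed from the integrated fluorescence ratio over baseline after carbachol; higher B-score means a larger calcium signal and so more RGS4 inhibition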
Target sequence (P49798 whole entry, looked up): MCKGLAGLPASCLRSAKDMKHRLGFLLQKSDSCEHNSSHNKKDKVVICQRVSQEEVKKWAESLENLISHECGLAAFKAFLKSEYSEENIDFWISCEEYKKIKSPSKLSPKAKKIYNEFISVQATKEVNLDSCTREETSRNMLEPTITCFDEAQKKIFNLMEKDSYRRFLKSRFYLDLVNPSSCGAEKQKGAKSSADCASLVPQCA
RGS4 act = potentiators or activators of RGS4 | HEK293 M3R/inducible RGS4, carbachol calcium flux Fluo4; active compounds read low | B-score at 10 µM | actives 0.92% (n = 310,000) | AID 463111;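 active = B-score of the integrated calcium signal more than 4 SD below the library mean, with starting fluorescence not abnormally high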;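 also: negative B-score means reduced calcium response which marks RGS4 activation or potentiation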
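Assay system: HEK293 FlpIn-TREx cells, stable M3R, doxycycline-inducible RGS4 / Probe or stimulus: carbachol, ECmax concentration / Times: overnight RGS4 induction, 30 min dye load 37 °C, 20 min compound RT / Signal: kinetic calcium fluorescence imaging with Fluo4-AM dye, 2 µM / Measure: Agonist-evoked peak-minus-minimum fluorescence over baseline, integrated ratio, B score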
KCNQ1 inh = human KCNQ1 channel inhibition | P51787 | CHO-K1 KCNQ1, FluxOR thallium flux fluorescence; active compounds read high | B-score at 10 µM | actives 1.3% (n = 310,000) | AID 2642;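 active = compounds whose thallium flux B-score, printed positive for inhibition, exceeds three library SD while starting fluorescence stays within three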;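 also: channel opened by potassium depolarization with thallium stimulus after 20 min compound exposure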
KCNK9 inh = blocks the human KCNK9 two-pore domain potassium channel | Q9NPC2 | HEK293 KCNK9, FluxOR thallium flux fluorescence; active compounds read low | B-score at 10 µM | actives 1.2% (n = 310,000) | AID 488922;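 active = ratio B-score over 3 SD below the library mean, with starting fluorescence within 5 SD of its mean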;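 also: negative B-score means less thallium flux so channel inhibition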
Target sequence (Q9NPC2 whole entry, looked up, the tested form may be a part): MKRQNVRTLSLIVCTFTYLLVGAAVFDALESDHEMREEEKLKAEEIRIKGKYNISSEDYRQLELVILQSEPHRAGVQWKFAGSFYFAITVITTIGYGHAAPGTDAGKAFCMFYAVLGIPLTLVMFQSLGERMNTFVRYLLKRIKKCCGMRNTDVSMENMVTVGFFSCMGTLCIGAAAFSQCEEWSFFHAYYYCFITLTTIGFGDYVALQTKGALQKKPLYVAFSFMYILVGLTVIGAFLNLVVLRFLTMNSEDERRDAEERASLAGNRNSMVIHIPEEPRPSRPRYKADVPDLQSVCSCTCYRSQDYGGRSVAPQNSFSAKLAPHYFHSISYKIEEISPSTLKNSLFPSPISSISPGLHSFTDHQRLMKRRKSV
KCNK3 block = human KCNK3 channel inhibition, primary screen. O14649. CHO-KCNK3 thallium flux, FluxOR fluorescence; active compounds read low. B-score at 10 µM. actives 0.84% (n = 340,000);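 active = B-score under library mean minus 4 SD, starting fluorescence ratio at most library mean plus 5 SD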;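 also: more negative B-score means stronger inhibition of thallium flux through KCNK3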
TMEM16A inh = inhibitors of mouse TMEM16A calcium-activated chloride channel; HEK293 TMEM16A/YFP iodide influx fluorescence, ionomycin; normalized B-score (activity score, 25-100; higher = stronger inhibition) at 10 µM; actives 1.2% (n = 310,000); AID 588511;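 active = ratio plate-corrected score three or more library SD toward inhibition, starting fluorescence score within five deviations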;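 also: score derived from kinetic fluorescence span divided by baseline fluorescence per well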
HDAC3 inh = blocks human histone deacetylase 3; recombinant HDAC3, fluorogenic peptide/trypsin coupled, fluorescence; AID 2718; O15379; actives 0.15% (n = 320,000); inhibition, % at 8.3 µM; in the data active = inhibition above about 26%, passing the limit was not always enough; inconclusive = no clear call, values can overlap the other calls
Target sequence (O15379 whole entry, looked up): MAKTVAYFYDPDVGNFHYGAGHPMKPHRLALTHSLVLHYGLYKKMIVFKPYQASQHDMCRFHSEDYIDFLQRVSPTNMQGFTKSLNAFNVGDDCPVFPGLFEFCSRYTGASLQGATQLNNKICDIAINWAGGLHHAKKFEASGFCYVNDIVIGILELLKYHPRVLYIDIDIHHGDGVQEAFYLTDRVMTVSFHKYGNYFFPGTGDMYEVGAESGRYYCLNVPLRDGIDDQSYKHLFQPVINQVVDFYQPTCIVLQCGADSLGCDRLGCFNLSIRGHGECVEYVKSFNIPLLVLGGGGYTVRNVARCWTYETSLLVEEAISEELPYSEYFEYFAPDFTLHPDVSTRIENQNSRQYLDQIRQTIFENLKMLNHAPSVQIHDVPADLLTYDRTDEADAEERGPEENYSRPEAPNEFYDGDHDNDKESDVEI
The depositor's hits bear a star. Compounds as they come, and some 6.3% of all compounds hit somewhere here.

`COc1ccc(C(=O)Nc2ccc(S(=O)(=O)Nc3nccc(C)n3)cc2)cc1OC` gave SKKanGAS inh 3.6, hERG protect -10.4, TMEM16A act inactive, KCNQ1 act inactive, RGS4 block inactive, RGS4 act inactive, KCNQ1 inh inactive, KCNK9 inh inactive, KCNK3 block inactive, TMEM16A inh inactive and HDAC3 inh -6.8.
`COc1ccc(NC(=O)Cn2cc(C#N)c3ccccc32)cc1` gave SKKanGAS inh 16.2, hERG protect -4.3, TMEM16A act inactive, KCNQ1 act inactive, RGS4 block inactive, RGS4 act inactive, KCNQ1 inh inactive, KCNK9 inh inactive, KCNK3 block inactive, TMEM16A inh inactive and HDAC3 inh -9.7.
Screening CC(C)NCC(=O)C12CC3CC(CC(C3)C1)C2 returned SKKanGAS inh -0.5, hERG protect -5.2, TMEM16A act inactive, KCNQ1 act inactive, RGS4 block inactive, RGS4 act inactive, KCNQ1 inh inactive, KCNK9 inh inactive, KCNK3 block inactive, TMEM16A inh inactive and HDAC3 inh -0.8.
For COc1ccc(OC)c(S(=O)(=O)N2CCCC2C(=O)NC(C)c2ccccc2)c1 (configuration not stated) the results were SKKanGAS inh -3.0, hERG protect 0.0, TMEM16A act inactive, KCNQ1 act inactive, RGS4 block inactive, RGS4 act inactive, KCNQ1 inh inactive, KCNK9 inh inactive, KCNK3 block inactive, TMEM16A inh inactive and HDAC3 inh -1.2.
For Cc1ccc(NC(=O)Nc2cccc([N+](=O)[O-])c2)cc1F the results were SKKanGAS inh 6.0, hERG protect -10.6, TMEM16A act inactive, KCNQ1 act inactive, RGS4 block inactive, RGS4 act inactive, KCNQ1 inh inactive, KCNK9 inh inactive, KCNK3 block inactive and TMEM16A inh inactive.
Cc1ccc(C(=O)Nn2cnc3scc(-c4cccs4)c3c2=O)c(O)c1 was read as SKKanGAS inh 4.0, hERG protect -9.3, TMEM16A act inactive, KCNQ1 act inactive, RGS4 block inactive, RGS4 act inactive, KCNQ1 inh inactive, KCNK9 inh inactive, KCNK3 block inactive, TMEM16A inh inactive and HDAC3 inh 4.2.
`Cn1ncc(Br)c1C(=O)NC12CC3CC(CC(C3)C1)C2` gave SKKanGAS inh 4.6, hERG protect -17.1, TMEM16A act inactive, KCNQ1 act inactive, RGS4 block inactive, RGS4 act inactive, KCNQ1 inh inactive, KCNK9 inh inactive, KCNK3 block inactive, TMEM16A inh inactive and HDAC3 inh -2.3.
`COc1ccc(OC)c(NC(=O)c2cc(-c3ccc(C)cc3O)n[nH]2)c1` gave SKKanGAS inh 0.3, hERG protect -6.8, TMEM16A act inactive, KCNQ1 act inactive, RGS4 block inactive, RGS4 act inactive, KCNQ1 inh inactive, KCNK9 inh inactive, KCNK3 block inactive, TMEM16A inh inactive and HDAC3 inh 1.9.
Screening Cc1cc([N+](=O)[O-])ccc1NC(=O)Cc1ccc(F)cc1 returned SKKanGAS inh -12.0, hERG protect -10.2, TMEM16A act inactive, KCNQ1 act inactive, RGS4 block inactive, RGS4 act inactive, KCNQ1 inh inactive, KCNK9 inh inactive, KCNK3 block inactive, TMEM16A inh inactive and HDAC3 inh 4.0.
For O=C(Oc1ccc2c(c1)OCO2)c1cc2c(s1)CCC2 the results were SKKanGAS inh 3.9, hERG protect -8.1, TMEM16A act inactive, KCNQ1 act inactive, RGS4 block inactive, RGS4 act inactive, KCNQ1 inh inactive, KCNK9 inh inactive, KCNK3 block inactive, TMEM16A inh inactive and HDAC3 inh -0.2.
CCCNc1nc2c(c(=O)n(C)c(=O)n2C)n1CCCc1ccccc1 was read as SKKanGAS inh 3.3, hERG protect -4.9, TMEM16A act inactive, KCNQ1 act inactive, RGS4 block inactive, RGS4 act inactive, KCNQ1 inh inactive, KCNK9 inh inactive, KCNK3 block inactive, TMEM16A inh inactive and HDAC3 inh -1.4.
CC1CC(C)CN(C(=O)COC(=O)C2CCN(S(=O)(=O)c3ccc4c(c3)OCCO4)CC2)C1 (configuration not stated) was read as SKKanGAS inh -3.5, hERG protect -4.0, TMEM16A act inactive, KCNQ1 act inactive, RGS4 block inactive, RGS4 act inactive, KCNQ1 inh inactive, KCNK9 inh inactive, KCNK3 block inactive, TMEM16A inh inactive and HDAC3 inh 3.4.
For COc1ccccc1NC(=O)C1=C(C)NC2=C(C(=O)CCC2)C1c1ccc(C)o1 (configuration not stated) the results were SKKanGAS inh -9.1, hERG protect 3.5, TMEM16A act inactive, KCNQ1 act inactive, RGS4 block inactive, RGS4 act inactive, KCNQ1 inh inactive, KCNK9 inh inactive, KCNK3 block inactive, TMEM16A inh inactive and HDAC3 inh 3.5.
Screening CC(=O)NCCNC(=O)c1ccc(NC2=NC3CS(=O)(=O)CC3S2)cc1 (configuration not stated) returned SKKanGAS inh -5.2, hERG protect -6.4, TMEM16A act -12.1*, KCNQ1 act inactive, RGS4 block inactive, RGS4 act inactive, KCNQ1 inh inactive, KCNK9 inh inactive, KCNK3 block inactive, TMEM16A inh inactive and HDAC3 inh 4.3.
`O=C(C[n+]1cccc(CNC(=O)c2ccc(OC(F)F)cc2)c1)Nc1ccc(SC(F)F)cc1` gave SKKanGAS inh 13.1, hERG protect -8.6, TMEM16A act inactive, KCNQ1 act inactive, RGS4 block inactive, RGS4 act inactive, KCNQ1 inh inactive, KCNK9 inh inactive, KCNK3 block inactive, TMEM16A inh inactive and HDAC3 inh 2.9.
`CC1=C(C(=O)Nc2ccc([N+](=O)[O-])cc2)C(c2cccc(C(F)(F)F)c2)NC(=S)N1c1ccccc1` (configuration not stated) gave SKKanGAS inh 50.4*, hERG protect -14.5, TMEM16A act inactive, KCNQ1 act inactive, RGS4 block inactive, RGS4 act inactive, KCNQ1 inh inactive, KCNK9 inh inactive, KCNK3 block inactive, TMEM16A inh inactive and HDAC3 inh inconclusive.
For c1cc(-c2noc(CC3CCCCC3)n2)ccn1 the results were SKKanGAS inh 10.2, hERG protect -2.5, TMEM16A act inactive, KCNQ1 act inactive, RGS4 block inactive, RGS4 act inactive, KCNQ1 inh inactive, KCNK9 inh inactive, KCNK3 block inactive, TMEM16A inh inactive and HDAC3 inh 5.3.
For CC(C)c1ccccc1NC(=O)c1ccc2ncsc2c1 the results were SKKanGAS inh -2.6, hERG protect -6.0, TMEM16A act inactive, KCNQ1 act inactive, RGS4 block inactive, RGS4 act inactive, KCNQ1 inh inactive, KCNK9 inh inactive, KCNK3 block inactive, TMEM16A inh inactive and HDAC3 inh -1.1.
For COCCCNC(=O)c1cccc(OC)c1OC the results were SKKanGAS inh 0.9, hERG protect -1.3, TMEM16A act inactive, KCNQ1 act inactive, RGS4 block inactive, RGS4 act inactive, KCNQ1 inh inactive, KCNK9 inh inactive, KCNK3 block inactive, TMEM16A inh inactive and HDAC3 inh -3.2.
For COc1ccc(-c2cn3c(C)c(C(=O)NCCN4CCOCC4)sc3n2)cc1 the results were SKKanGAS inh -1.2, hERG protect -14.1, TMEM16A act inactive, KCNQ1 act inactive, RGS4 block inactive, RGS4 act inactive, KCNQ1 inh inactive, KCNK9 inh inactive, KCNK3 block inactive, TMEM16A inh inactive and HDAC3 inh 2.0.
Cn1nc(-c2ccccc2)c(C(=O)Nc2ccc(C(F)(F)F)cc2)c1Cl was read as SKKanGAS inh -0.9, hERG protect -2.6, TMEM16A act inactive, KCNQ1 act inactive, RGS4 block inactive, RGS4 act inactive, KCNQ1 inh inactive, KCNK9 inh inactive, KCNK3 block inactive, TMEM16A inh inactive and HDAC3 inh -5.9.
Screening O=C(OCC(=O)N1CCN(c2ccccc2)CC1)c1ccccc1[N+](=O)[O-] returned SKKanGAS inh -5.8, hERG protect -14.0, TMEM16A act inactive, KCNQ1 act inactive, RGS4 block inactive, RGS4 act inactive, KCNQ1 inh inactive, KCNK9 inh inactive, KCNK3 block inactive and TMEM16A inh inactive.
Screening CCCCCn1c(=O)[nH]c2cc(C(=O)N3CCN(C(=O)OCC)CC3)ccc2c1=O returned SKKanGAS inh 8.1, hERG protect -9.2, TMEM16A act inactive, KCNQ1 act inactive, RGS4 block inactive, RGS4 act inactive, KCNQ1 inh inactive, KCNK9 inh inactive, KCNK3 block inactive, TMEM16A inh inactive and HDAC3 inh -1.0.
`Cc1cc(C)n(-c2c(F)c(F)c(COC(=O)c3ccccc3)c(F)c2F)n1` gave SKKanGAS inh 5.6, hERG protect -9.5, TMEM16A act inactive, KCNQ1 act inactive, RGS4 block inactive, RGS4 act inactive, KCNQ1 inh inactive, KCNK9 inh inactive, KCNK3 block inactive, TMEM16A inh inactive and HDAC3 inh -2.0.
`O=C(CCN1CCCO1)N1CCCC(N2CCN(c3ccccc3F)CC2)C1` (configuration not stated) gave SKKanGAS inh 2.7, hERG protect -5.6, TMEM16A act inactive, KCNQ1 act inactive, RGS4 block inactive, RGS4 act inactive, KCNQ1 inh inactive, KCNK9 inh inactive, KCNK3 block inactive, TMEM16A inh inactive and HDAC3 inh 0.8.
`Cc1ccc(-n2c(O)c(C=NC3CCS(=O)(=O)C3)c3ccccc3c2=O)cc1` (configuration not stated) gave SKKanGAS inh -1.1, hERG protect -8.0, TMEM16A act inactive, KCNQ1 act inactive, RGS4 block inactive, RGS4 act inactive, KCNQ1 inh inactive, KCNK9 inh inactive, KCNK3 block inactive, TMEM16A inh inactive and HDAC3 inh inconclusive.
Screening O=C(Nc1cccc(-c2cscn2)c1)C1CCN(Cc2ccsc2)CC1 returned SKKanGAS inh 0.3, hERG protect -7.0, TMEM16A act inactive, KCNQ1 act inactive, RGS4 block inactive, RGS4 act inactive, KCNQ1 inh inactive, KCNK9 inh inactive, KCNK3 block inactive and TMEM16A inh inactive.
For Cc1cccc(OCC(=O)N/N=C/c2ccc(N(C)C)cc2)c1 the results were SKKanGAS inh -2.3, hERG protect -9.2, TMEM16A act inactive, KCNQ1 act inactive, RGS4 block inactive, RGS4 act inactive, KCNQ1 inh inactive, KCNK9 inh inactive, KCNK3 block inactive, TMEM16A inh inactive and HDAC3 inh -2.8.
For CN1C(=O)c2ccccc2N(C)C1c1ccc2c(c1)OCO2 (configuration not stated) the results were SKKanGAS inh -1.7, hERG protect -6.5, TMEM16A act inactive, KCNQ1 act inactive, RGS4 block inactive, RGS4 act inactive, KCNQ1 inh inactive, KCNK9 inh inactive, KCNK3 block inactive, TMEM16A inh inactive and HDAC3 inh -46.0.
`COc1ccc(-c2c(C)oc3ccc(C)cc23)cc1` gave SKKanGAS inh -7.3, hERG protect -8.4, TMEM16A act inactive, KCNQ1 act inactive, RGS4 block inactive, RGS4 act inactive, KCNQ1 inh inactive, KCNK9 inh inactive, KCNK3 block inactive, TMEM16A inh inactive and HDAC3 inh 6.5.
